High-throughput results: PubChem BioAssay, National Center for Advancing Translational Sciences (NCATS)
PI4K2A inh: qHTS for small molecular inhibitors of PI4K2A; Phosphatidylinositol 4-kinase type 2-alpha (Homo sapiens), Q9BTU6; purified PI4K2A, ADP-Glo luminescence, 1 h; stronger effect = lower value; activity change, negative = inhibition, % at 76.9 µM; hit rate 0.13% among 420,000; in the data active = activity change below about -50%; inconclusive = mostly about -30% to -49%;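 note: -100% = wells without enzyme as full effect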
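Compounds are screened against recombinant PI4K2A using PI as substrate and ATP, the latter dispensed at 300 microM. Reactions run one hour at ambient temperature before ADP-Glo detection; full inhibition defined by wells lacking enzyme.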
JMJD2A Tudor: qHTS Assay for Inhibitors of JMJD2A-Tudor Domain; Potency, µM (series often up to 114 µM), inactives show at the top dose activity change, negative = inhibition, actives largely listed as inhibitors; Lysine-specific demethylase 4A (Homo sapiens), O75164; AlphaScreen JMJD2A-Tudor / H3K4me3 peptide binding; hit rate 4.4% among 390,000; AID 504339, 2011; note: potency is the fitted concentration of half-maximal effect; % is set by controls: 0 for no effect and ±100 for the full control effect; nearly all actives have a fitted effect of over 50% in size
Target sequence (O75164 whole entry, looked up, the tested form may be a part): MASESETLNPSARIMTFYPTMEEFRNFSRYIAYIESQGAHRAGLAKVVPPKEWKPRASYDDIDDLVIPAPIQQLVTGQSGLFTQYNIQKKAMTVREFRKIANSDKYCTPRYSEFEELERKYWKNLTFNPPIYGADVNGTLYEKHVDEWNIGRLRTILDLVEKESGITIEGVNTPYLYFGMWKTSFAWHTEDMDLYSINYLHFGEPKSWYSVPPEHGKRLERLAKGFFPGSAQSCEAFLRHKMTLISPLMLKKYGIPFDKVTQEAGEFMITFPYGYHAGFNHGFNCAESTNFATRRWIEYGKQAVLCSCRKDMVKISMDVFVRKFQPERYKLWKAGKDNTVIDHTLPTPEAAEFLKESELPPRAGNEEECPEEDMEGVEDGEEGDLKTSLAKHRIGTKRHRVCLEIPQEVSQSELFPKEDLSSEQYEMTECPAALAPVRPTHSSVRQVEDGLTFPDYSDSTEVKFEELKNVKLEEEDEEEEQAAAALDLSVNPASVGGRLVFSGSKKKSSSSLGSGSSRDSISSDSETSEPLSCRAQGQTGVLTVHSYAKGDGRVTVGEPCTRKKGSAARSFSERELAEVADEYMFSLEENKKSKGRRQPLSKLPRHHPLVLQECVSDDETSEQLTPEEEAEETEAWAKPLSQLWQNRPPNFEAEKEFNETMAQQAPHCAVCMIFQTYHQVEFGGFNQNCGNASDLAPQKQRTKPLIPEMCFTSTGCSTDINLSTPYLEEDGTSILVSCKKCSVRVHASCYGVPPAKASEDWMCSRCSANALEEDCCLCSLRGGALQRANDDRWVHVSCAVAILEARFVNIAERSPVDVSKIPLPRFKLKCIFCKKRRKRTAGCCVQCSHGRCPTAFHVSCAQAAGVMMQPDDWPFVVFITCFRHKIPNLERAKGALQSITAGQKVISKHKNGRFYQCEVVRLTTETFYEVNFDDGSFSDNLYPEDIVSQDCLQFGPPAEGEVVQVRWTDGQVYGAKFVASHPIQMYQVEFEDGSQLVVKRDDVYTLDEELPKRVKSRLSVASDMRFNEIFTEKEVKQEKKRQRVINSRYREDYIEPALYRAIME
GLS inh: qHTS for Inhibitors of Glutaminase (GLS) | hit rate 0.21% among 410,000 | Potency, µM (titrated, usually from 45.5 µM), without a hit: top-dose activity change, negative = inhibition, most hits filed as inhibitors | Glutaminase kidney isoform, mitochondrial (Homo sapiens), O94925 | GLS enzymatic activity, qHTS titration | AID 624170, 2012; note: potency is the fitted concentration of half-maximal effect; % is set by controls: 0 for no effect and ±100 for the full control effect
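Assay buffer: 45 mM KH2PO4 pH 8.2, 0.02% Tween-20. hKGA acts on L-glutamine (1 mM solution added); product glutamate is reported by an oxidase/peroxidase Amplex Red coupling, with fluorescence taken at baseline and 30 min.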
RGS4 inh: Inhibitors of Regulator of G Protein Signaling (RGS) 4: qHTS | Transcreener GDP fluorescence polarization, RGS4-accelerated GTP hydrolysis | hit rate 0.039% among 390,000 | Regulator of G-protein signaling 4 (Homo sapiens), P49798 | Potency, µM (series often up to 114 µM), for the others: at the highest dose activity change, negative = inhibition, hits mostly inhibitors; note: potency is the fitted concentration of half-maximal effect; % is set by controls: 0 for no effect and ±100 for the full control effect; nearly all actives have a fitted effect of over 75% in size; some results filed as inactive show a strong effect at the top dose
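MLSMR compounds (23 nl, pin-transferred) preincubated 10 min at room temperature with a 500nM (2x) first reagent, then RGS4 at 900nM (2x) plus Transcreener GDP mix added; fluorescence polarization (620/688 nm) read before and after 90 min at 30 °C.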
G9a block: qHTS Assay for Inhibitors of Histone Lysine Methyltransferase G9a | hit rate 8.8% among 350,000 | AID 504332, 2011 | Histone-lysine N-methyltransferase EHMT2 (Homo sapiens), Q96KQ7 | Potency, µM (highest dose often 102 µM), inactives show top-dose activity, negative = inhibition, most hits filed as inhibitors | G9a H3K9 monomethylation, AlphaScreen, 2 h; note: potency is the fitted concentration of half-maximal effect; % is set by controls: 0 for no effect and ±100 for the full control effect; nearly all actives have a fitted effect of over 75% in size
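G9a (20 nM) preincubated 15 min RT with compounds, then 500 nM biotinylated H3K9 peptide and 20 uM SAM added; 2 h RT reaction. Monomethyl-H3K9 product detected by AlphaScreen with anti-H3K9me1 antibody, streptavidin donor and anti-rabbit IgG acceptor beads.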
HP1b chromo inh: HTS for Inhibitors of HP1-beta Chromodomain Interactions with Methylated Histone Tails | Potency, µM (top dose mostly 114 µM), for inactives: at the highest dose activity change, negative = inhibition, most hits filed as inhibitors | AID 540317, 2011 | hit rate 0.56% among 390,000 | Chromobox protein homolog 1 (Homo sapiens), P83916 | AlphaScreen HP1-beta / biotin-H3K9me3 peptide binding; note: potency is the fitted concentration of half-maximal effect; nearly all actives have a fitted effect of over 70% in size; inactives centre near 23
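HP1-beta protein (50 nM final) preincubated 30 min at room temperature with biotinylated H3(1-18)K9me3 peptide (50 nM) in PBS pH 7.4, 0.01% Tween-20, then compound added for 30 min. AlphaScreen streptavidin donor/nickel chelate acceptor beads (10 ug/mL final), 30 min dark, luminescence read.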
BAZ2B inh: qHTS Assay for Inhibitors of BAZ2B. Bromodomain adjacent to zinc finger domain protein 2B (Homo sapiens), Q9UIF8. AlphaScreen BAZ2B-H3K14Ac peptide displacement. Potency, µM (series often up to 114 µM), for inactives: top-dose activity change, negative = inhibition, usual class: inhibitors. hit rate 4.4% among 360,000; note: potency is the fitted concentration of half-maximal effect; % is set by controls: 0 for no effect and ±100 for the full control effect; nearly all actives have a fitted effect of over 60% in size
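Protein-peptide AlphaScreen: BAZ2B 50 nM, b-H3K14Ac 50 nM, 1x PBS pH 7.4 + 0.01% Tween-20. Preincubation 30 min RT; cpd 30 min RT (top 110 uM); beads 20 min RT, light-protected.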
ERG-DNA inh: qHTS for Small Molecule Inhibitors of the ERG Ets/DNA interaction; fluorescence polarization, His-ERG Ets domain / labelled DNA; Potency, µM (doses to about 76.9 µM), for the others: at the top dose FP activity, negative = inhibition, most hits filed as inhibitors; hit rate 0.028% among 370,000; AID 624246, 2012; active = well fitted inhibition curve with a large enough effect in the polarisation, with a control signal flat; inconclusive = small, poorly fitted or top-dose-only effect, or effect the other way, or a change in a side signal; inactive = no such curve, though single readings can be large or run the other way; the % refers to the polarisation;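 note: polarization taken with two DNA probes labelled with fluorescein and Texas red; potency is the fitted concentration of half-maximal effect; % of control where 0% means no effect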
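His-tagged ERG Ets domain (1 uM in the protein solution; 300mM KCl, 50mM Tris-HCl, 1mM EDTA, 1mM DTT, pH 7.5) received compound, then a probe mix of 5 nM fluorescein-DNA and 100nM Texas-615-DNA. Fluorescence polarization was read for both dyes.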
ALOX12 inh: Primary qHTS assay for inhibitors of human arachidonate 12S-lipoxygenase (ALOX12): Round 2; Polyunsaturated fatty acid lipoxygenase ALOX12 (Homo sapiens), P18054; purified 12hLO, xylenol orange hydroperoxide absorbance; Potency, µM (titrated, usually from 108 µM), without a hit: at the highest dose activity change, negative = inhibition, actives largely listed as inhibitors; hit rate 1.1% among 580,000; AID 1671190, 2021; note: potency is the fitted concentration of half-maximal effect; % is set by controls: 0 for no effect and ±100 for the full control effect
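Purified human 12hLO at 150 nM in 25 mM Hepes, 0.01% Triton X-100, pH 7.0, preincubated 15 min at room temperature with compound. Reaction started with 40 uM arachidonic acid, 30 min at room temperature. Hydroperoxide measured by Fe-xylenol orange, 573/405 nm absorbance ratio.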
The depositor's hits bear a star; ? = inconclusive; / = no result given; & = joins results of further samples; [ ] = another dose, or the depositor's remark. Unless noted, calls come from the whole dose curve; as a rule, active = well fitted curve in the direction sought with a large enough effect; inconclusive = small, poorly fitted or top-dose-only effect, or another doubt; inactive = no such curve, though single readings can be large; an effect the other way counts as inactive or inconclusive.

nr	mol	G9a block	GLS inh	RGS4 inh	HP1b chromo inh	PI4K2A inh	BAZ2B inh	ALOX12 inh	JMJD2A Tudor	ERG-DNA inh
1	NC(=O)CSc1nnc2sc3ccccc3n12	?	-1.8%	2.1%	44.1%[activator]	-17.3	4.8%	0.0%	-7.0%	-9.0%
2	O=C(C1CC1)N1CCCC(c2ccc(Cl)cc2)=N1	-0.1%	-0.2%	-6.9%	4.1%	6.3	6.9%	-11.9%	-9.7%	6.7%
3	O=C(NC1CCCCC1)C1CCN(C(=O)c2ccccc2Cl)CC1	24.4%[59 µM]	13.8%	9.5%	9.0%	-0.7	8.9%	17.7%	3.6%	-5.2%
4	O=S(=O)(c1ccccc1)N1CCN=C1SCc1ccc(Cl)c(Cl)c1	23.9%[59 µM]	0.1%	20.0%	113.5%[activator]	-3.0	37.9%	-25.1%	59.5%[activator]	4.8%
5	Nc1cccc(-c2nc3ncccc3o2)c1	/	1.2%	-32.2%	62.8%[activator]	-2.1	6.8%	8.0%	-3.4%	6.4%
6	Cc1ccc(NC(=O)CN2CCCC2)c2c1CC(C)(C)O2	-4.6%	7.4%	21.2%	25.4%	1.9	-31.1%	11.8%	-18.8%	-8.3%
7	O=C(NCCc1ccccc1)C(=O)NCCC1CCCCN1S(=O)(=O)c1cccs1 (stereo not drawn)	-31.3%	9.0%	-17.6%	20.5%	-1.1	6.2%	-6.1%	-3.6%	/
8	CC1CCN(c2cc(N3CCN(C(=O)c4ccc(F)c(F)c4)CC3)c([N+](=O)[O-])cc2F)CC1	?	2.0%	6.9%	?	1.8	?	3.1%	?	6.8%
9	CCCn1c(=O)c2c(nc3n2CCS3)n(C)c1=O	5.0%	-4.8%	5.5%	32.6%	-1.2	-22.1%	0.0%	-4.3%	-4.2%
10	COC(=O)c1ccccc1NC(=O)Cn1nc(C(F)(F)F)c2c1CCCC2	3.6%[59 µM]	5.4%	11.6%	68.7%[activator]	-10.2	20.0%	-7.9%	28.2%	-2.5%
11	Cc1ccc(NC(=O)CCS(=O)(=O)c2ccc3c(c2)NC(=O)C(C)S3)nc1 (stereo not drawn)	/	6.3%	22.2%	44.1%[activator]	-3.2	-5.1%	12.8%	12.8%	11.1%
12	CC1=NNC(=O)C1CC(=O)N/N=C/c1cccs1 (stereo not drawn)	-1.4%	44.6%[activator]	-1.2%	41.8%[activator]	6.2	-20.5%	483.1%[activator]	-0.7%	-11.7%
13	COc1ccc(-c2noc(C3CCCN(S(=O)(=O)c4ccc(C)c(Cl)c4)C3)n2)cc1OC (stereo not drawn)	2.4%	-6.2%	16.0%	7.8%	3.8	5.2%	5.7%	-24.3%	-8.6%
14	N#CCOc1nc(N2CCOCC2)nc(N2CCOCC2)n1	-4.8%[59 µM]	-9.1%	-7.3%	7.2%	-7.3	6.5%	0.0%&8.9%	-18.9%	-5.4%
15	Cc1cccc(NC(=O)c2nc[nH]c2C(=O)NCCCCCCNC(=O)c2[nH]cnc2C(=O)Nc2cccc(C)c2)c1	5.0%[0.501 µM]	-1.7%	12.2%	52.6%[activator]	3.2	-6.3%	14.3%	-14.3%	13.0%

More structures.
nr	mol	G9a block	GLS inh	RGS4 inh	HP1b chromo inh	PI4K2A inh	BAZ2B inh	ALOX12 inh	JMJD2A Tudor	ERG-DNA inh
16	COc1ccc(CNC(=O)CN2C(=O)CC(c3ccc(C)c(C)c3)=Nc3ccccc32)cc1	0.8%[59 µM]	-2.3%	-21.2%	14.0%	1.5	-22.1%	-10.5%	-21.3%	-2.4%
17	Cc1ccccc1CN1CCN(c2ccc(S(=O)(=O)N3CCCC3)cn2)CC1	-12.6%[59 µM]	3.0%	-25.7%	17.0%	8.2	5.7%	?	-8.3%	11.3%
18	O=C(CN(C(=O)Cn1nnc(-c2ccc(F)cc2)n1)c1cnc2ccccc2c1)NCC1CCCO1 (stereo not drawn)	-4.9%	-2.5%	-33.8%	37.7%	-6.9	-12.4%	-0.8%	-9.0%	0.8%
19	CCc1ccc(-c2[nH]nc3nc(-c4cc(OC)ccc4OC)cc(C(=O)O)c23)cc1	-28.5%[59 µM]	0.1%	2.7%	27.0%	2.2	?	-22.8%	?	5.5%
20	COc1ccc(-c2nnc3ccc(SCC(=O)Nc4nc5ccc(C)cc5s4)nn23)cc1OC	?	-12.5%	5.0%	36.2%	-3.0	3.6%	-28.3%	-15.1%	2.9%
21	O=C(Nc1ccc(F)cc1)Nc1nnc(SCC(=O)N2CCCCC2)s1	?	3.6%	-15.2%	70.6%[activator]	-1.5	2.5%	-11.8%	5.8%	-0.2%
22	CCOC(=O)CNC(=O)N1[C@H](c2cccs2)[C@@H](C)C(=O)[C@@H](C)[C@@H]1c1cccs1	0.6%[59 µM]	0.1%	5.7%	38.8%	-5.8	11.9%	1.6%	-14.9%	-6.1%
23	Cn1c(=O)c(=O)n(C)c2cc(S(=O)(=O)N3CCN(c4ccccc4F)CC3)ccc21	10.3%[59 µM]	-16.7%&-13.3%	3.2%&12.5%	19.9%&29.3%	4.4&2.4	-25.4%	-6.8%&-33.3%	-21.7%&-11.3%	-1.4%&-1.7%
24	CNC(=O)C1=C(C)NC(=S)NC1c1cc2c(cc1OC)CCCC2 (stereo not drawn)	8.5%[59 µM]	16.6%	-7.6%	24.0%	-5.4	7.1%	-11.4%	-11.0%	/
25	O=C1C2C3C=CC(C3)C2C(=O)N1Cc1ccc(CN2C(=O)C3C4C=CC(C4)C3C2=O)cc1 (stereo not drawn)	18.2%[12.7 µM]	-1.5%	4.8%	4.6%	4.2	-3.9%	5.7%	-14.3%	/
26	Cc1ccc(S(=O)(=O)N2CCC(C(=O)N[C@@H](Cc3ccccc3)C(=O)O)CC2)cc1	5.6%[12.7 µM]	5.3%	-1.5%	32.4%	-8.6	8.5%	-5.1%	-3.0%	-7.8%
27	COc1ccc(C2CC(=O)C3=C(C2)Nc2ccccc2N(C(=O)CCC(=O)O)C3c2ccc(F)cc2)cc1OC (stereo not drawn)	9.3%	8.6%	6.0%	1.1%	-11.0	-11.5%	11.7%	-11.0%	0.1%
28	CCOc1cc(NC(=S)Nc2cccc(OC)c2)c(OCC)cc1NC(=O)C(C)C	88.8%[activator][59 µM]	10.6%	-21.2%	14.8%	5.5	-35.2%	-7.3%	33.3%	3.8%
29	CCN(CC)c1ccc(CNCc2cccs2)cc1	?	-16.6%	-24.0%	-1.4%	-6.7	50.1µM*	-20.2%	?	-7.7%
30	CCCNC(=S)N1CC2(C)CN(C(=O)C(=O)OCC)CC(C)(C1)C2=O	-31.4%	-5.6%	0.9%	41.5%[activator]	0.1	-16.4%	-23.8%	-6.2%	-22.8%

Additional entries.
nr	mol	G9a block	GLS inh	RGS4 inh	HP1b chromo inh	PI4K2A inh	BAZ2B inh	ALOX12 inh	JMJD2A Tudor	ERG-DNA inh
31	CCOC(=O)c1cccc(NC(=O)CC2Oc3ccccc3NC2=O)c1 (stereo not drawn)	22.1%	0.6%	13.4%	19.4%	-5.2	-9.3%	0.0%	-5.4%	2.0%
32	COc1ccc(CCN(C)CCc2ccc(OC)c(OC)c2)cc1OC	15.8µM*	23.3%	0.5%[56.9 µM]	28.4%	0.7&1.3	/	4.7%	-13.7%	-8.3%
33	COCCCNC(=O)C1CCN(c2nc3ccc(C)cc3[nH]2)CC1	1.5%[59 µM]	5.3%	8.9%	25.1%[57 µM]	0.0	-1.2%	-24.8%	-1.9%	-2.6%
34	CC(Sc1ccccc1)C(=O)NN=C1CCN(C)CC1 (stereo not drawn)	11.0%	0.0%	9.1%	33.3%	-8.2	-3.1%	0.8%	-6.8%[57.1 µM]	-10.4%
35	CC(C)c1ccc(NC(=O)CN2C(=O)COc3ccc(S(=O)(=O)N4CCOCC4)cc32)cc1	2.6%[59 µM]	-2.6%&1.4%	-4.9%&-15.7%	35.9%&42.0%	2.4&-3.6	-3.2%&-27.5%	5.3%&-23.0%	-12.4%&1.8%	8.2%&1.8%
36	CC(C(=O)OCC(=O)c1ccc(Br)cc1)N1C(=O)C2C3CCC(C3)C2C1=O (stereo not drawn)	-5.1%	4.3%	3.3%	4.1%	6.3	-7.8%	22.1%	-9.0%	-15.2%
37	COc1ccc(N2CC(NS(=O)(=O)c3cccnc3)CC2=O)cc1 (stereo not drawn)	?	1.6%	4.8%	-12.1%	1.3	10.0%	8.5%	-5.8%	3.6%
38	Cc1nn(CC(=O)NCCN2CCOCC2)c(=O)c2cc3sccc3n12	-11.9%	1.6%	-22.0%	41.9%[activator]	-1.3	1.4%	1.3%	6.2%	2.7%

Only part of the results is shown (hit frequency here may not be typical).
